High-throughput results: PubChem, several laboratories
b-catenin transl: beta-catenin nuclear translocation modulation; HeLa beta-catenin nuclear translocation, immunofluorescence imaging; nuclear translocation activity, % at 5 µM; actives 0.3% (n = 190,000);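 active = nuclear translocation activity above 50% at 5 µM, with a well cell count of 50 or more; inconclusive = wells under 50 cells across six images, flagged as toxic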;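 note: per-cell ratio of nuclear to cytoplasmic median beta-catenin stain intensity; plate controls were DMSO negative control for no effect and GSK-3 inhibitor IX positive control for full effect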
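test system = HeLa cells, endogenous beta-catenin | dosing = single 5 µM dose plus 0.02–20 µM confirmation series | times = compound treatment 24 h, 37°C, 5% CO2 | technique = beta-catenin immunofluorescence imaging with DAPI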
PhoP inhibition: PhoP-dependent GFP reporter repression – Salmonella Typhimurium, primary screen (AID 1863) | S. Typhimurium PhoP-regulated promoter GFP reporter, 4 h; higher % means a stronger effect | inhibition, % at 50 µM, or IC50 in µM where a hit was titrated | actives 0.16% (n = 300,000);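 active = inhibition over 29.93%, a cutoff 3 SD above the screen mean, later confirmed by dose response; inconclusive = inhibition over 29.93% but no dose response follow-up; inactive = inhibition at most 29.93% or unconfirmed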;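 note: 0% = low Mg2+ inducing control and 100% = high Mg2+ repressing control; strong numbers were not always called active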
T cell modulator: T cell immune modulation candidate | 2C CD8+ T cell-vesicle binding, flow cytometry; hits give low values | calls only at 7 µM | actives 0.068% (n = 330,000) | AID 2052;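 active = response, share of CD8 T cells binding vesicles, and their 90th percentile fluorescence all below set limits, cut at about 80% in these data, passing the limit was not always enough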
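Assay system – 2C mouse CD8+ T cells · Also added – QL9-loaded Drosophila micro-vesicles · Timing – Cell–vesicle co-incubation 1.5 h at 37 °C, staining 20 min on ice · Signal – flow cytometry of vesicle-bound cells · Measure – percent CD8+ FL2 mean versus row control · Controls – Peptide-free naked vesicles (low) and QL9 vesicles with 0.7% DMSO vehicle (high)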
Lipid droplet: hepatic lipid droplet formation modulation; AID 1656; inhibition, % at 6.5 µM; actives 0.4% (n = 240,000); AML12 mouse hepatocytes, oleate lipid droplets, BODIPY imaging;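 active = lipid droplet intensity inhibited by at least 50%, with more than 500 cells counted; inconclusive = wells with under 300 cells, treated as cytotoxic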
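Material: mouse AML12 hepatocyte cell line, fixed after treatment; Timing: compound with oleate, overnight; Technique: high-content imaging of BODIPY-stained droplets and DAPI nuclei; Probe or stimulus: oleate, 100 µM final; Dosing: compound at 6.5 µM only.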
Autophagy mod: modulators of autophagy; MEF GFP-LC3 puncta imaging; test concentration mostly 10 µM; calls only at 10 µM (by protocol); actives 0.98% (n = 190,000);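 active = percentage of spot-positive cells more than 3 SD above its plate mean, without a fluorescence outlier flag or 80% toxicity; inconclusive = no clear call, values can overlap the other calls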;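 note: spot-positive cell cutoff set from DMSO-treated cells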
Ins promoter up: MIN6 insulin promoter up-regulation | MIN6 insulin promoter-GFP reporter, high-content imaging; hits give high values | z-score at 5 µM | actives 0.3% (n = 190,000) | AID 1625;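 active = z-score above 3 at 5 µM with at least 500 cells counted in the well; inconclusive = wells under 500 cells, flagged as cytotoxic or low count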
Dynein cargo inh: dynein cargo transport inhibition; 3617.4 mouse cells, GR-EGFP nuclear translocation imaging; test concentration mostly 20 µM; stimulated with dexamethasone, 1 µM; hits give low values; actives 0.47% (n = 220,000); AID 1381; z-score, hits read low;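 active = plate z-score of nuclear minus cytoplasmic receptor signal below a set negative limit, without overly bright fluorescence or cell loss, cut at about -3.5 in these data, passing the limit was not always enough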;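 note: z-score of nuclear minus cytoplasmic ring GR-EGFP intensity difference per well; some compounds called inactive have numbers as strong as hits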
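Buffer or medium: tet-free, stripped-serum medium; reagent: dexamethasone at 1.0 µM final, 30 min; incubation: 48 h induction, 1 h compound, 30 min dex at 37 °C; measured by: formaldehyde fixation, Hoechst nuclear stain, 10x automated fluorescence imaging; read-out: nuclear-to-cytoplasmic GR-EGFP distribution per well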
ER stress rescue: rescue of cells from ER stress-induced death, primary screen, 384-well, CSM14.1, thapsigargin, ATP luminescence (AID 1222). cellular ATP content (survival), % at 20 µM; hits with a dose series show EC50 in µM. 190,000 tested, under 10 active. CSM14.1 thapsigargin-induced death rescue, ATP luminescence; higher % means a stronger effect;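 active = EC50 below 50 µM in the dose-response confirmation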;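 note: death triggered by thapsigargin at about 15 µM added after 2 h compound pretreatment; cell ATP read after overnight thapsigargin exposure of roughly 18 to 22 hours; normalized against plate controls of thapsigargin alone and 5% DMSO vehicle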
MT stabilizer: stabilizes microtubules in HeLa cells | HeLa tubulin immunostaining HCS, 24 h; share of cells brighter than vehicle mean+2SD | % tubulin-high responders, % at 10 µM | actives 0.83% (n = 200,000);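 active = plate Z-score above 3 for both tubulin-high and condensed-nucleus cell shares, with cell loss under 80%, at 10 µM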;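 note: anti alpha tubulin signal scored within the nucleus-defined area of each cell; some results filed as inactive read as strong as hits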
Dynein cargo inh cytoplasmic EGFP: second read-out of Dynein cargo inh, no call of its own (marks repeat the call); z-score; measured here: cytoplasmic GR-EGFP intensity; hits give high values
Dynein cargo inh nuclear GR-EGFP: recorded beside Dynein cargo inh, whose call it bears; z-score; measured here: nuclear GR-EGFP intensity;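 lower value marks the stronger effect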
Dynein cargo inh cell count: further read-out of Dynein cargo inh, marked with its call; z-score; measured here: cell count per field
Ins promoter up cell count: second read-out of Ins promoter up, no call of its own (marks repeat the call); cell count; measured here: cytotoxicity, nuclei count;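 total cells summed across four imaged fields per well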
Lipid droplet cells 6.5 µM: also measured in Lipid droplet; calls as there; cell count; measured here: cell count, cytotoxicity flag;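 cells counted across two imaged fields per well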
b-catenin transl cell count 5 µM: further read-out of b-catenin transl, marked with its call; cell count; measured here: cell count, cytotoxicity flag
T cell modulator vesicle-bound %: further read-out of T cell modulator, marked with its call; double positive events, %; measured here: CD8+ vesicle-bound cell fraction;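 binding gate set so that unloaded-vesicle control wells show 10% double positive cells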
MT stabilizer Hoechst-high %: second read-out of MT stabilizer, no call of its own (marks repeat the call); % Hoechst-high responders; measured here: nuclear condensation Hoechst responders;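 share of cells brighter than vehicle mean plus two SD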
MT stabilizer cytotoxicity %: also measured in MT stabilizer; calls as there; toxicity, %; measured here: cytotoxicity by cell density;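 0% = mean cell density of plate MIN control wells and 100% = no cells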
Autophagy mod cell loss 18 h: recorded beside Autophagy mod, whose call it bears; toxicity, %; measured here: cell loss, nuclei count;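 cell loss after 18 h compound exposure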
* marks the source's active call; other numbers are inactive results; i = inactive; ? = inconclusive; / = not tested or not shown.

SMILES	b-catenin transl	b-catenin transl cell count 5 µM	PhoP inhibition	T cell modulator	T cell modulator vesicle-bound %	Lipid droplet	Lipid droplet cells 6.5 µM	Autophagy mod	Autophagy mod cell loss 18 h	Ins promoter up	Ins promoter up cell count	Dynein cargo inh	Dynein cargo inh cytoplasmic EGFP	Dynein cargo inh nuclear GR-EGFP	Dynein cargo inh cell count	ER stress rescue	MT stabilizer	MT stabilizer Hoechst-high %	MT stabilizer cytotoxicity %
Cc1ccc2nc(NC(=O)CSc3ncnc4c3oc3ccccc34)sc2c1	2.1	1078	5%	/	/	15	627	i	2	-0.04	1630	-0.92	-0.29	-0.36	1.5	-1.9%	2.3	5.2	8.4
Cc1cc(CSC(=N)N)c(CSC(=N)N)cc1C	1.7	1312	3%	i	16	-9	738	/	/	-1.2	542	-0.05	-0.25	-0.073	0.21	/	/	/	/
Cn1c(=O)c(C(=O)Nc2ccccn2)c(O)c2ccccc21	4.5	961	-8%	i	20	/	/	i	-2	0.23	1227	-0.064	-0.13	-0.013	0.98	-6.0%	5.3	3.2	0.2
Cc1nn(C(=O)c2cccnc2)c(C)c1C	-2.4	1335	13%	i	15	/	/	i	11	0.42	1558	-0.66	-0.068	0.19	0.54	0.5%	6.7	2.5	9.7
COc1ccc(Nc2nc(C)cc(=O)[nH]2)cc1	0.0	1139	-8%	i	39	8	797	i	1	0.21	793	-0.88	-0.18	-0.42	0.67	-1.8%	1.0	1.1	11
CCN(CC)C(=O)CSc1ncnc2c1cnn2-c1ccccc1	/	/	0%	i	4	-6	745	i	-7	/	/	0.67	-0.23	0.23	-0.2	-2.1%	3.9	1.0	0.8
C=CCNC(=O)c1ccccc1NC(=O)c1cccc2ccccc12	-2.3	1190	2%	i	67	-2	717	i	-5	-0.04	958	0.52	0.1	0.34	0.11	-0.9%	1.4	1.5	9.9
O=C(CCC(=O)c1ccccc1)NCc1ccccc1	-0.1	983	/	i	33	-11	762	/	/	0.13	1360	1	-0.22	0.5	-1.4	/	/	/	/
O=C(O)CC(CNS(=O)(=O)c1ccccc1)c1ccccc1 (stereo unspecified)	0.1	990	-12%	i	26	13	652	i	-6	-0.64	1480	-0.29	-0.25	0.089	0.84	/	3.9	2.6	7.7
CCc1c(C)nc(N)n2c(SCC(=O)Nc3ccccc3)nnc12	-3.6	1499	-2%	i	60	/	/	i	-2	-0.3	1679	-0.14	-0.23	-0.82	0.052	-1.0%	2.7	1.3	3.5
CCOC(=O)C1CCCN(Cc2nc(C3CC3)no2)C1 (stereo unspecified)	-0.7	1368	-9%	i	35	-3	633	/	/	0.88	1061	2.1	-0.17	0.9	-1.6	/	/	/	/
CC1=CC(C)C(C(=O)O)C(C(=O)N2CCN(C)CC2)C1 (stereo unspecified)	1.9	823	3%	i	56	-3	628	i	-8	/	/	0.3	-0.27	-0.19	1.4	-1.1%	2.1	2.0	1.9
COc1cc(C(=O)NC(=S)Nc2ccc([N+](=O)[O-])cc2)cc(OC)c1OC	2.2	529	13%	i	43	8	726	i	24	-0.08	1333	0.52	-0.24	0.34	0.9	-2.0%	2.2	1.9	3.0
Cc1cc(NC(=O)c2ccco2)ccc1NC(=O)Cc1cccs1	-4.1	551	-1%	i	39	-1	719	i	-10	-0.01	1265	1.3	-0.16	1	-1.8	-1.6%	4.2	3.0	5.8
Fc1ccc(Nc2c(-c3ccco3)nc3ccccn23)cc1	/	/	0%	i	50	-4	686	i	9	0.22	1297	0.19	-0.32	-0.34	-0.11	-4.1%	2.3	3.3	6.5
COc1ccc(NCc2nn(CC(=O)c3ccc(Br)cc3)c3[n+]2CCCCC3)cc1	-2.2	1005	-3%	i	65	18	688	i	-2	0	1612	0.72	-0.27	-0.25	-0.42	-1.8%	1.1	2.5	3.4
CCOC(=O)C1(C)NC(c2ccco2)C2C(=O)N(C)C(=O)C21 (stereo unspecified)	-1.5	995	-1%	i	48	-4	711	i	-11	-0.17	1663	0.47	0.33	0.57	-0.17	0.2%	3.4	2.3	13
CS(=O)(=O)Nc1ccc(C(=O)N2CCCC2)cc1	/	/	12%	i	1	4	738	i	4	1.3	883	-0.74	-0.51	-0.37	0.88	-1.4%	1.4	1.2	4.6
Cc1ccc(N(Cc2ccc([N+](=O)[O-])cc2)C(=O)c2ccco2)cc1	/	/	3%	i	37	/	/	i	2	/	/	0.098	-0.21	-0.23	-0.17	-1.8%	1.6	1.5	2.8
Cc1nn(Cc2ccccc2)c(Cl)c1/C=N/NC(=O)CNc1cccc(C(F)(F)F)c1	0.4	1147	-6%	i	48	-19	619	i	1	/	/	-0.02	-0.23	0.14	0.74	-3.2%	4.4	2.0	5.4
CCS(=O)(=O)Nc1cccc(C2=NN(S(=O)(=O)c3ccc(F)cc3)C(c3cccs3)C2)c1 (stereo unspecified)	2.8	722	-14%	i	7	8	620	i	9	-0.16	1213	-0.65	-0.21	-0.69	1	-1.5%	3.4	2.4	6.8
CC(=O)N1CCc2cc(Br)cc(S(=O)(=O)N3CCN(c4ccccn4)CC3)c21	-9.3	937	/	i	29	/	/	i	-6	0.24	1468	-0.44	-0.22	-0.14	0.032	0.9%	1.6	2.9	4.5
Cc1noc(C)c1Cn1nc(C(=O)O)c2ccccc2c1=O	0.1	1125	-5%	i	33	/	/	i	-2	/	/	-0.86	-0.22	-0.42	1.7	0.3%	1.8	1.9	5.2
COc1ccccc1C(=O)O/N=C(/c1ccncc1)c1ccc([N+](=O)[O-])cc1	-1.9	1013	-5%	i	36	-10	545	i	-21	-0.32	1672	-0.99	0.33	-0.42	0.79	-1.0%	2.6	1.2	17
COc1ccc(NC(=O)Nc2nnc(C(C)(C)C)s2)cc1	-1.4	1249	0%	i	18	10	733	/	/	-0.36	977	0.088	-0.27	-0.37	0.13	/	/	/	/
Cc1ccc(C2=C/C(=C/c3cccnc3)C(=O)O2)c(C)c1	1.0	970	-2%	i	59	-23	501	i	4	/	/	-0.53	0.2	-0.28	-0.027	-2.4%	4.0	2.4	5.9
OCCCNCc1ccc(-c2ccccc2)cc1	1.1	1493	-3%	i	49	-1	652	i	10	0.07	1491	1.5	-0.098	0.95	-1.9	-1.0%	4.2	3.3	6.7
COc1ccc(Cl)cc1C(=O)Nc1cccc(-c2ccc3nncn3n2)c1	-0.5	1143	-2%	i	16	-3	733	i	15	-0.67	1131	-0.56	0.11	-0.21	-0.36	-1.3%	3.1	2.7	1.0
Fc1ccc2[nH]c3c(c2c1)CN(C(=S)NCc1ccccc1)CC3	-3.5	1201	4%	i	44	40	712	/	/	-0.29	1315	1.2	-0.27	0.54	0.16	/	/	/	/
Cc1ccc(S(=O)(=O)CC(C)(O)CS(=O)(=O)c2ccc(C)cc2)cc1	-1.7	1077	-7%	i	33	-18	756	/	/	-0.55	1353	-0.11	-0.29	-0.082	0.69	/	/	/	/
Cc1cccc(C)c1NC(=O)CSc1nnc(-c2ccoc2C)n1CCc1ccccc1	-5.0	1164	?	i	34	-9	776	i	1	-0.48	1214	1.4	-0.22	1.1	-0.81	-1.6%	2.6	1.9	3.2
Cc1ccc(OC(=O)COc2ccccc2)c(-n2nc3ccccc3n2)c1	/	/	-16%	i	33	8	843	i	1	/	/	-0.45	-0.21	-0.28	0.81	-1.7%	4.0	1.9	11
CC(=O)Nc1ccc(NC(=O)c2cccc(-c3cc4ccccc4oc3=O)c2)cc1	-3.4	1121	3%	i	18	18	714	i	-9	-0.19	1308	-1.2	-0.2	-0.57	0.19	-0.8%	2.4	2.4	1.7
CCOC(=O)c1ccc(NCc2ccc(N(C)C)cc2)cc1	2.3	1342	0%	i	36	/	/	i	-12	-0.41	1142	-0.22	-0.33	-0.02	0.56	-1.0%	5.8	3.5	7.8

Quoted from the listing.
Cc1noc(C)c1Cn1nc(C(=O)O)c2ccccc2c1=O in Dynein cargo inh cell count: 1.7
Cc1ccc(OC(=O)COc2ccccc2)c(-n2nc3ccccc3n2)c1 in Autophagy mod cell loss 18 h: 1
